# IDE cell activ: human IDE activators in live cells, primary screen, fluorescence polarization, HEK cells, FAbeta-B substrate | Insulin-degrading enzyme (Homo sapiens), P14735 | activation, % at 5.96 µM | FAbeta-B cleavage; 0% vehicle, 100% cell-free pure enzyme wells | actives 0.073% (n = 340,000);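 active = activation above the mean of all tested compounds plus 3 SD, set per screening campaign, cut at about 17% in these data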
# VIM-2 inh: VIM-2 metallo-beta-lactamase inhibitors, primary screen, biochemical, epi-absorbance readout, Pseudomonas aeruginosa enzyme; actives 0.89% (n = 290,000); inhibition, % at 5.6 µM; purified VIM-2, nitrocefin hydrolysis, epi-absorbance fluorescence; AID 1527, 2009;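 active = inhibition above the mean of all tested compounds plus 3 SD, cutoff set per screening run, cut at about 7.5% in these data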;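 also: red hydrolysis product quenches plate fluorescence so inhibitors raise well fluorescence; 0% = enzyme with DMSO and 100% = DMSO without enzyme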
# NS3 helicase inh: inhibitors of HCV NS3 helicase, primary screen, biochemical, Cy5 molecular beacon fluorescence | NS3 helicase DNA unwinding | Hepatitis C virus NS3 helicase | AID 1800, 2009 | actives 0.56% (n = 290,000) | inhibition, % at 10.9 µM;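 active = inhibition above the mean of all tested compounds plus 3 SD, set per campaign, cut at about 35% in these data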;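 also: 0% = DMSO wells and 100% = thioflavine S control wells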
#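 System: NS3 helicase fragment of HCV / Schedule: 1 h at 25 °C / Control set: DMSO alone as 0% and 110 µM thioflavine S as 100% / Reagent: Cy5/quencher beacon DNA duplex and ATP to start / Technique: Cy5 fluorescence / Replication: singlicate / Evaluation: % inhibition of end-to-start signal ratio versus controls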
# p-CIP stab down: p/CIP-EGFP fusion destabilizers, primary screen, fluorescence, F442A cells; Q05BA5; 16 h; decrease of EGFP signal, % at 10 µM; actives 0.01% (n = 290,000); AID 1984, 2009;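 active = EGFP signal decrease of at least 30% at 10 µM or well 3 SD below plate mean, unless failing retest; inactive = the rest, including hits failing retest or dose response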; also: some compounds called inactive have numbers as strong as hits; many of its hits are not listed in these tables
# Target sequence (Q05BA5 1-1403): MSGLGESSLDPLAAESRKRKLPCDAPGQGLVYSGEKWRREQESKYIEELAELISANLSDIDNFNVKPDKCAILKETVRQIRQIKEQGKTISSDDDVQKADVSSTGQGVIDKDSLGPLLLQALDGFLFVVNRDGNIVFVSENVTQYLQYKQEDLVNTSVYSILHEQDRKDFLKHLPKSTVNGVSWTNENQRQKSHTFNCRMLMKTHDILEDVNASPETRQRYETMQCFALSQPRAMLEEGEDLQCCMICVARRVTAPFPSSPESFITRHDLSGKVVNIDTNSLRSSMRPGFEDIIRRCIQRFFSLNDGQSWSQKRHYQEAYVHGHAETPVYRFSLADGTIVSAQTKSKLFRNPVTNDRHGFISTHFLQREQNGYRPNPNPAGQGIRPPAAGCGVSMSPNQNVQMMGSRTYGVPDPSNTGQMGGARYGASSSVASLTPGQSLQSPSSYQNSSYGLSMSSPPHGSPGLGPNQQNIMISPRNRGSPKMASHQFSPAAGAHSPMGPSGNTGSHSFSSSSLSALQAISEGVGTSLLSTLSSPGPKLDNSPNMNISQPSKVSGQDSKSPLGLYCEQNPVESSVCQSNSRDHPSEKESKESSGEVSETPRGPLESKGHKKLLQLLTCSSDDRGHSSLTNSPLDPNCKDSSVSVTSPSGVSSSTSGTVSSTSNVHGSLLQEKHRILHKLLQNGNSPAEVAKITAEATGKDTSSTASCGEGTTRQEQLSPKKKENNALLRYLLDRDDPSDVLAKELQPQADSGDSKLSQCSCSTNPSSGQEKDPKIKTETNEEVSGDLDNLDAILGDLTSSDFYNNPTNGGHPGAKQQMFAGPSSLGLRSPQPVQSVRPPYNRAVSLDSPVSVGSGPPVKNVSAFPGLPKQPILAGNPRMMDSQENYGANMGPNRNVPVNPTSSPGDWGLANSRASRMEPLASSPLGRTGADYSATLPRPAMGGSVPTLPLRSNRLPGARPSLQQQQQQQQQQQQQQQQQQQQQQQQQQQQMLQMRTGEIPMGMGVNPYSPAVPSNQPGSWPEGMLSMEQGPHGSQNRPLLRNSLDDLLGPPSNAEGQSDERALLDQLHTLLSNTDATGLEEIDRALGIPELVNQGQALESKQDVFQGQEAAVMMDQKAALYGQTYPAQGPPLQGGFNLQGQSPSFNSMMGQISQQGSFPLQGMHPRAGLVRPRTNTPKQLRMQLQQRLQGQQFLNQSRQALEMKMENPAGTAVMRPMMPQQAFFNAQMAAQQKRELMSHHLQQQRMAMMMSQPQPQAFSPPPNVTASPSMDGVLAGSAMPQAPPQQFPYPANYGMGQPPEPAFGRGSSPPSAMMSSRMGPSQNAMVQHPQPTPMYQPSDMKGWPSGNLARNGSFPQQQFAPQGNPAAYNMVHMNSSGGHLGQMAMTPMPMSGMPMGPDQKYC
# IDE inh: human IDE inhibitors in live cells, primary screen, fluorescence polarization, HEK cells, FAbetaB substrate; Insulin-degrading enzyme (Homo sapiens), P14735; actives 0.41% (n = 320,000); FAbetaB cleavage; inhibition, % at 5.59 µM;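 active = percent inhibition above the average of all tested compounds plus 3 SD, set per screening campaign, cut at about 16% in these data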;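 also: IDE supplied by intact live HEK cells; FP after avidin binding of uncleaved biotin substrate so inhibition keeps polarization high; 0% = DMSO wells and 100% = 60 µM reference IDE inhibitor Ii1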
# UBC9 SUMO inh: inhibitors of in vitro SUMOylation cascade, primary screen, biochemical, HTRF, uHTS | SUMO-conjugating enzyme UBC9 (Homo sapiens), P63279 | HTRF SUMOylation assay, SAE1/SAE2 + UBC9 | inhibition, % at 35 µM | actives 0.36% (n = 290,000); in the data active = inhibition above about 50%, passing the limit was not always enough; also: strong numbers were not always called active
# GalR3 antag: GalR3 antagonists in HEK293 cells, primary screen, cell-based, fluorescence readout | HEK293 GalR3-CNG cAMP membrane potential fluorescence; galR3 body fused to GalR1 C-terminus | inhibition, % at 3 µM | actives 0.44% (n = 360,000);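 active = inhibition above the screen-wide average plus 3 SD, cut at about 13% in these data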;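 also: forskolin and galanin both at EC90 stimulate the cells; cAMP rise reported by CNG channel membrane potential dye signal; 0% = forskolin plus galanin with DMSO and 100% = forskolin alone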
# IMP-1 inhibitor: IMP-1 metallo-beta-lactamase inhibitors, primary screen, biochemical, epi-absorbance readout, Pseudomonas aeruginosa enzyme | metallo-beta-lactamase IMP-1 (Pseudomonas aeruginosa) | purified IMP-1, nitrocefin hydrolysis, epi-absorbance fluorescence | actives 0.45% (n = 290,000) | inhibition, % at 5.6 µM;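 active = inhibition above the mean plus 3 SD of all compounds in the same screening run, cut at about 4.5% in these data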;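 also: 0% = IMP-1 with DMSO and 100% = DMSO wells lacking enzyme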
#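 assay system = purified recombinant IMP-1 metallo-beta-lactamase enzyme | schedule = 15 min preincubation plus 25 min reaction at 25 °C | signal = Epi-absorbance fluorescence, 480 nm excitation, 530 nm emission | read-out basis = percent inhibition from optical density relative to buffer-blank wells | controls = IMP-1 with DMSO as 0%, enzyme-free DMSO as 100%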
# CRFBP-R2 block: antagonists of CRF-BP/CRF-R2 complex, primary screen, cell-based, HEK293, calcium dye fluorescence, uHTS. CRF-induced calcium fluorescence. actives 0.59% (n = 350,000). inhibition, % at 11.8 µM;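 active = inhibition of the ligand-induced calcium signal above about 50% at the single tested concentration, limit read from the data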
# * marks the source's active call; other numbers are inactive results; x = no result given.
SMILES,IDE cell activ,VIM-2 inh,NS3 helicase inh,p-CIP stab down,IDE inh,UBC9 SUMO inh,GalR3 antag,IMP-1 inhibitor,CRFBP-R2 block
CC(OC(=O)c1ccc(-c2ccc([N+](=O)[O-])cc2)o1)C(=O)NC(N)=O (stereo unspecified),1,-2.2,20,-3,0,39,-3,-1.9,-5
Cc1ccc2cccc(OCCCOc3ccccc3F)c2n1,-3,-0.1,-13,1,-5,4,3,-0.5,-2
Nc1ccc(N2CCN(c3cccc(Cl)c3)CC2)cc1,2,-2.5,3,-10,-2,-7,-6,-2.2,-23
CCOc1ccc2nc(NC(=O)C3CCCN(S(=O)(=O)c4c(C)noc4C)C3)sc2c1 (stereo unspecified),-7,x,x,-9,2,-28,1,x,-37
CC(=O)c1ccc(N2CCN(S(=O)(=O)c3cc4[nH]c(=O)c(=O)[nH]c4cc3C)CC2)cc1,6,-0.4,21,-4,3,8,6,-0.6,11
CC(C)(C)n1nnnc1C(c1cccnc1)N1CCN(C(=O)c2ccco2)CC1 (stereo unspecified),-3,-6.4,0,-1,-3,0,2,0.5,6
Cc1cc(C)c(NC(=S)NC(CO)(CO)CO)c(C)c1,6,-5.0,-9,-8,-2,16,2,-1.8,11
COC(=O)/C=C(\C)NC(=O)c1ccccc1Cl,8,-0.5,-1,1,-4,-8,1,-1.6,-2
O=C(NCCCn1ccnc1)c1ccc(Cl)cc1,10,-2.0,7,-6,-5,-6,5,-3.3,-10
COc1ccc(NC(C)=O)cc1NC(=O)c1ccc(Cl)cc1,-2,-0.8,-8,-3,2,8,-1,-2.0,-18
COc1cc(C2Nc3ccccc3C(=O)N2c2ccccc2OC)ccc1O (stereo unspecified),5,-0.2,5,1,-2,17,-2,-0.8,-9
O=C(COC(=O)C12CC3CC(CC(Cl)(C3)C1)C2)Nc1ccc2[nH]c(=O)[nH]c2c1,-1,x,x,x,-2,x,-5,x,2
Nc1ccccc1Sc1ccc(C(F)(F)F)cc1[N+](=O)[O-],-2,-1.2,-10,-12,0,-6,-3,-3.2,-5
CCCc1nnc(SCC(=O)N2C(C)CCCC2C)n1CC (stereo unspecified),2,-3.7,0,-6,-2,16,-6,-3.0,5
O=C(CCCOc1ccccc1)NN1C(=O)NC2(CCCCC2)C1=O,0,x,x,x,14,x,3,x,-10
N#CCSc1nc2ccc(N3CCOCC3)cc2c(=O)n1CCc1ccccc1,6,-4.6,14,2,6,18,-6,-1.0,1
O=C(Nc1ccccc1C(=O)O)c1cc(S(=O)(=O)N2CCOCC2)c(Br)s1,1,-3.8,-1,-1,5,2,-5,-2.4,11
CC1(C)Cc2cccc(OCC(O)CNCc3ccccn3)c2O1 (stereo unspecified),5,1.5,-6,-13,-3,-6,-4,-4.1,20
CCC(CC)c1nn2c(N)c(/C=C3\C(C)=Nc4ccccc43)c(=O)nc2s1,x,-3.5,-3,-10,10,12,-2,-2.2,-17
CC(C)(C)C(=O)NC1(C(F)(F)F)C(=O)Nc2c1c(=O)[nH]c(=O)n2Cc1ccco1 (stereo unspecified),2,-1.7,-6,-1,3,8,-5,-3.1,8
COCCN(C(=O)COC(=O)c1ccc(C)s1)c1c(N)n(Cc2ccccc2)c(=O)[nH]c1=O,2,x,x,x,1,x,-3,x,-4
COc1ccc(/C(C)=N/N2C(C)CCCC2C)c(OC)c1 (stereo unspecified),3,0.8,7,-9,7,0,-9,-1.6,-25
O=C(NCCc1ccccc1)C1CCN(Cc2cccc3ccccc23)CC1,-4,2.4,-49,-4,0,13,-11,0.6,-6
Cc1ccc(SCC(=O)Nc2cc([N+](=O)[O-])ccc2O)cc1,2,-2.7,6,-16,-2,-11,-6,-2.5,92*
Cc1cc(C)n(-c2nc3sc4c(c3c3nnc(SCC(N)=O)n23)CC(C)(C)OC4)n1,-1,4.8,-7,5,x,16,-3,-1.8,7
CCN(CC(=O)NCc1cccs1)C(=O)c1ccc([N+](=O)[O-])o1,-3,x,x,x,2,x,-5,x,15
CN1CCc2c(C#N)c(N3CCCCC3)nc(N3CCOCC3)c2C1,x,-0.2,6,x,3,x,x,-1.0,-3
COc1ccc(CCNC(=O)CSc2ccccn2)cc1OC,3,-1.4,11,2,2,-6,-3,-0.6,-7
COc1ccc(OCc2cc(C(=O)N3CCCC(OC)C3)no2)c2ccccc12 (stereo unspecified),-1,-1.6,-13,-4,3,3,-2,-0.8,13
CCOC(CNC(=O)CN1C(=O)COc2ccc(S(=O)(=O)N3CCOCC3)cc21)OCC,-7,-1.3,-4,5,9,3,7,-1.5,5
CC(C)Oc1ccc(CCNC(=O)C2CCC(=O)N(Cc3cccc(F)c3)C2)cc1 (stereo unspecified),1,-0.8,10,-8,1,-18,2,-4.3,-2
COc1cc(OC)cc(C(=O)OC(C)C(=O)NC2CCCc3ccccc32)c1 (stereo unspecified),1,x,x,x,-1,x,-5,x,6
CC(C)CC1(C)NC(=O)N(CC(=O)Nc2ccc(F)c(F)c2F)C1=O (stereo unspecified),5,x,x,x,3,x,-3,x,-1
COc1cc(Cn2c(N)c(C#N)c3nc4ccccc4nc32)cc(OC)c1,5,-0.8,-13,-7,1,21,-3,-4.4,-18
CCOc1cc(/C=C2\CCn3c2nc2cc(Cl)ccc2c3=O)ccc1O,-5,-1.8,-24,-8,4,-18,-4,-2.7,0
Cc1ccc(S(=O)(=O)N2CCC(C(=O)C3C(=O)CCCC3=O)CC2)cc1,4,-0.7,0,2,-4,10,-5,-2.5,2
CCOc1cc(C(=O)Nc2cc3c(cc2N2CCCC2)n(C)c(=O)n3C)cc(OCC)c1OCC,3,3.1,3,3,-2,x,3,-0.4,-5
COC(=O)c1cc(-c2c[nH]c3ccccc23)n[nH]1,7,-2.6,0,-5,-3,3,-1,-2.5,-9
O=C(Nc1ccccc1C(=O)Nc1ccncc1)c1cccc([N+](=O)[O-])c1,4,13*,0,-21,3,5,3,-1.5,0
CCC(C(=O)N1CCN(c2ccccn2)CC1)n1nc(C)n2c(cc3occc32)c1=O (stereo unspecified),3,-3.6,0,-6,1,9,-4,-1.9,-7
CCOC(=O)N1CCN(C(=O)C(CC)n2nc(C)c3sc4ccccc4c3c2=O)CC1 (stereo unspecified),-3,0.3,0,-4,7,0,-2,-5.9,-4
CN(C)C(=O)c1ccc(NC(=O)c2ccccc2Sc2ccccc2C#N)cc1,-4,-3.7,1,-2,10,-4,2,-2.5,-3
O=C(O)CCc1ccc(-c2ccc(Br)cc2)n1CC(=O)O,1,-3.2,10,10,4,16,-2,-0.2,0
Cc1c(C(=O)Nc2ccc(Cl)cc2)c2ccccn2c1CCc1ccncc1,0,0.7,10,-13,2,-13,-5,-0.3,2
Cc1ccc2c(c1)nnn2C1CCN(CC(=O)N2c3ccccc3CC2C)CC1 (stereo unspecified),4,-1.4,-14,-8,2,0,-14,-2.6,-2
O=C1Nc2ccccc2C12OCCCCO2,-5,-1.0,-5,-21,0,16,1,-4.1,-5
CCCNS(=O)(=O)c1ccc(CCC(=O)NCc2cccnc2)cc1,1,-0.5,8,1,0,2,-5,0.8,-6
O=Cc1c(NCc2ccccc2F)c2ccccc2[nH]c1=O,1,-2.0,-3,-2,0,3,-9,-2.4,36
CC(=O)Nc1ccc(C(=O)NNS(=O)(=O)c2ccc(C)cc2)cc1,x,-5.5,0,2,3,12,-4,-3.8,26
CN(c1ccc([N+](=O)[O-])cc1C(=O)Nc1ccccc1)C1CCCCC1,-5,0.0,-6,-5,0,-15,x,-2.2,-14
c1ccc(-c2ccc(-c3csnn3)cc2)cc1,-3,-2.6,-2,-9,5,12,0,-1.2,10
COc1cc(C2OC(=O)C3C(c4ccc(OC(C)=O)c(OC)c4)OC(=O)C23)ccc1OC(C)=O (stereo unspecified),0,x,x,x,-4,x,0,x,-1
CC(C)NCC(O)COCCOc1ccc(Br)cc1 (stereo unspecified),4,-1.4,-47,9,-2,15,-2,1.5,16
C#CCOCCOCCOCCNc1nc(N2CCOCC2)nc(N2CCN(C(=O)CCCCCCCCCCNC(=O)[C@H](CO)n3cc(CCCSC)nn3)CC2)n1,-1,x,x,x,2,x,2,x,8
O=C(NC(=S)Nc1ccc2c(c1)OCCO2)c1cccc(Br)c1,2,-3.9,0,-9,-3,-7,1,-4.4,-79
CCOc1ccc(N(CC(=O)NCCc2ccccc2)C(=O)CCC(=O)Nc2cc(C)ccn2)cc1,8,-2.4,-15,-6,-5,-2,-6,-3.5,-4
O=C(c1cc(COc2ccccc2)on1)N1CCCC(OCc2cccnc2)C1 (stereo unspecified),0,-3.8,-3,-18,-1,10,-2,-2.9,9
CCOC(=O)CCNC(=O)CNC(=O)OCc1ccccc1,3,-4.2,-1,-6,1,2,6,-3.5,2
CC(=O)c1ccc(S(=O)(=O)NCCCC(=O)N(C)Cc2ccc3c(c2)OCO3)cc1,4,x,x,x,1,x,1,x,14
CCN(Cc1nc2cc(Cl)ccc2c(=O)[nH]1)C(=O)c1cccc(OCc2c(C)noc2C)c1,7,x,x,x,-2,x,3,x,12

# Compound profiles, as listed above. Order of screens: IDE cell activ	VIM-2 inh	NS3 helicase inh	p-CIP stab down	IDE inh	UBC9 SUMO inh	GalR3 antag	IMP-1 inhibitor	CRFBP-R2 block
# CCOC(=O)CCNC(=O)CNC(=O)OCc1ccccc1 reads 3	-4.2	-1	-6	1	2	6	-3.5	2
# C#CCOCCOCCOCCNc1nc(N2CCOCC2)nc(N2CCN(C(=O)CCCCCCCCCCNC(=O)[C@H](CO)n3cc(CCCSC)nn3)CC2)n1 reads -1	x	x	x	2	x	2	x	8

# (continued)
SMILES,IDE cell activ,VIM-2 inh,NS3 helicase inh,p-CIP stab down,IDE inh,UBC9 SUMO inh,GalR3 antag,IMP-1 inhibitor,CRFBP-R2 block
CCC1(C)OCC(Cn2c3ccccc3c3ccccc32)O1 (stereo unspecified),x,-0.4,-5,-16,-1,2,x,-1.0,x
O=[N+]([O-])c1ccc(Cl)c(S(=O)(=O)Nc2ccc(-c3ccc(N4CCCC4)nn3)cc2)c1,2,x,x,x,-1,x,-1,x,2
O=C(Cc1ncc(C(F)(F)F)cc1Cl)Nc1ccc(F)cc1,3,-1.3,6,0,0,-4,-3,-2.2,-2
COc1cc(C(=O)Nc2cc3c4c(c2)CC(=O)N4CCC3)cc(OC)c1OC,3,x,x,x,1,x,1,x,14
CCn1cnc2c1c(=O)n(Cc1csc(-c3ccccc3)n1)c(=O)n2Cc1ccccc1,-1,-1.5,-11,-2,4,-24,-5,-3.4,-3

# Screening results from PubChem BioAssay.
